Screening results as filed in PubChem BioAssay.
C1s block – human complement C1s inhibition; 62,000 tested, 0.16% active; mean inhibition % of two 10-compound mixtures (stronger effect = higher value), % at 5 µM (by protocol); purified C1s, fluorogenic AMC substrate, pooled mixtures;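 active = inhibition above 20% in each of the two 10-compound mixture wells holding the compound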;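 note: 0% = enzyme wells lacking compound mixture and 100% = no-enzyme blank wells; some compounds called inactive have numbers as strong as hits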
Target sequence (P09871 16-437 limits assumed): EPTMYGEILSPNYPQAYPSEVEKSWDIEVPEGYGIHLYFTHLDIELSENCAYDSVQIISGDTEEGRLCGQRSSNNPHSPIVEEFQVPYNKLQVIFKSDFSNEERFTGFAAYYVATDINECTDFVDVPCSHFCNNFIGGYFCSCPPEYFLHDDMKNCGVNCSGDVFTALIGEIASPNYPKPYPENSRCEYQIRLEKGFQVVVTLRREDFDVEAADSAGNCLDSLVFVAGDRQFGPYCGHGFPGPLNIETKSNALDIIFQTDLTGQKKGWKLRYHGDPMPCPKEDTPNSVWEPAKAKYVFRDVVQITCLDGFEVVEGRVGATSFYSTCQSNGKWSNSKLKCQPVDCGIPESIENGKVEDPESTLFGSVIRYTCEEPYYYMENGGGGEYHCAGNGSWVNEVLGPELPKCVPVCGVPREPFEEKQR
Target sequence (P09871 438-688 limits assumed): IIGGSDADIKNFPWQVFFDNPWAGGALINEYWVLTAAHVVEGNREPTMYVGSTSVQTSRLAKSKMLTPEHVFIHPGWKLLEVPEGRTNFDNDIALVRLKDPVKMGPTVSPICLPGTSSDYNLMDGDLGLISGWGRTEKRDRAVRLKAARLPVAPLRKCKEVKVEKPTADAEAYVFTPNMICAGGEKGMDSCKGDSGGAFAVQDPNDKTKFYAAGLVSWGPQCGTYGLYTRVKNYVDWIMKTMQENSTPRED
CatB inh – inhibitors of human cathepsin B; 63,000 tested, 0.1% active; P07858; inhibition, %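 (tested at 10 µM)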; purified cathepsin B, fluorogenic substrate, fluorescence; in the data active = inhibition above about 21%;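 note: 0% = enzyme with no compound and 100% = no enzyme blank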
CatG inh – inhibitors of human cathepsin G; inhibition, % at 5 µM (by protocol); AID 581; purified enzyme, AMC-tetrapeptide fluorescence, pooled mixtures; 62,000 tested, 0.2% active; P08311;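 active = inhibition above 20% in each of the two mixture wells holding the compound; inactive = inhibition of 20% or less in either well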;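 note: 0% = enzyme control without mixture and 100% = blank lacking enzyme; strong numbers were not always called active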
FXIIa inh mix – inhibitors of human coagulation factor XIIa, pooled mixtures. AID 684. P00748. purified FXIIa, fluorogenic substrate. 62,000 tested, 0.2% active. inhibition, % at 5 µM;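 note: 0% = enzyme without compound and 100% = no enzyme blank; some results filed as inactive read as strong as hits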
AP complement – orthogonal test for alternative complement pathway inhibitors; Human serum alternative complement pathway, LPS-coated ELISA, C3 deposition; tested in compound mixtures; 62,000 tested, 0.08% active; inhibition, % at 5 µM;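 active = inhibition above 30% in each of the two pooled mixtures holding the compound, so the lower value exceeds 30%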;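 note: 0% = serum in Mg-EGTA without compound and 100% = EDTA serum blank; some compounds past the cut are filed as inactive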
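Test system – human serum alternative complement pathway, C3 deposition on LPS-coated wells · Buffer or medium – diluted human serum in Mg2+-EGTA GVB++ · Compound dosing – 5 µM each compound, pools of ten, 50 µM per pool · Schedule – 1 h serum-compound exposure at 37 °C · Measured by – Anti-C3 ELISA, OD 450 nm · Read-out basis – percent inhibition of C3 deposition onto LPS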
CatS block – human cathepsin S inhibition; 62,000 tested, 0.06% active; recombinant cathepsin S, AMC dipeptide fluorescence, pooled mixtures; AID 501; P25774; inhibition, %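 (tested at 5 µM per compound within 10-compound mixtures)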; in the data active = inhibition above about 32%, passing the limit was not always enough;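 note: 0% = enzyme without compound and 100% = blank without enzyme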
Target sequence (P25774 115-331 limits assumed): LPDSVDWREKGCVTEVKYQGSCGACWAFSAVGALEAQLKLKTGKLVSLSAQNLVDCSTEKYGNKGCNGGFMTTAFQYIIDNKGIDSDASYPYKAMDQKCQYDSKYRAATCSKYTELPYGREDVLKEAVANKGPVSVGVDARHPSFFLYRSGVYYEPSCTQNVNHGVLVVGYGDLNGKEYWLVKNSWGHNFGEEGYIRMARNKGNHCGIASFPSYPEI
CatL inh – inhibitors of human cathepsin L; inhibition, %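 (tested at 10 µM)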; purified cathepsin L, fluorogenic substrate, fluorescence; 58,000 tested, 0.17% active; P07711; in the data active = inhibition above about 45%;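 note: 0% = enzyme with no compound and 100% = no enzyme blank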
CatB mix inh – human cathepsin B inhibition by mixtures. P07858. Purified cathepsin B, AMC dipeptide fluorescence, compound mixtures. inhibition, %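 (ten-compound pools at 5 µM per compound and 50 µM total)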. 62,000 tested, 0.06% active. AID 488; in the data active = inhibition above about 22%, passing the limit was not always enough;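 note: 0% = enzyme without compound and 100% = no enzyme blank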
FXIa mix inh – blocks human factor XIa in pooled compound mixtures. inhibition, % at 5 µM. AID 680. purified FXIa, fluorogenic substrate. 62,000 tested, 0.19% active. P03951;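 note: each value is inhibition by a whole ten-compound pool holding the compound; 0% = enzyme with no mixture and 100% = wells lacking enzyme; strong numbers were not always called active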
* marks the source's active call; other numbers are inactive results; nt = no result given. Cut-off read from the data, not from the text of the source, unless noted: active = inhibition above about 20% (passing the limit was not always enough); inactive = the rest. An excerpt; count on the stated rates, not on these rows.

Under each structure – C1s block	CatB inh	CatG inh	FXIIa inh mix	AP complement	CatS block	CatL inh	CatB mix inh	FXIa mix inh
1. CN(Cc1ccccc1)S(=O)(=O)c1ccc2[nH]cc(C(=O)NCC3CCCO3)c(=O)c2c1 (centres undefined)
  8	6	8	3	14	3	9	1	2
2. CSc1nc(N)nc(SC2C=CCCC2)c1C#N (centres undefined)
  -15	0	3	-16	6	27	-2	1	6
3. COC(=O)Nc1ccc2c(c1)N(C(=O)CCN1CCOCC1)c1ccccc1S2
  -18	-5	-5	2	13	-9	13	-6	5
4. COc1ccc(C)cc1S(=O)(=O)NC1CCCCC1C (centres undefined)
  -3	-4	-2	5	12	12	8	5	5
5. C=C(C)COc1ccc(-c2[nH]ncc2-c2ccccc2OC)c(O)c1
  8	-1	-2	-11	1	-1	21	2	-1
6. COC(=O)C(O)(NC(=O)OCc1ccccc1)C(F)(F)F (centres undefined)
  6	-1	43	7	4	-11	-6	2	4
7. O=c1c2ccccc2nnn1CSc1nnc(-c2cccs2)n1Cc1ccccc1
  0	1	5	5	10	3	-3	0	6
8. CCOc1ccc(NC(=O)CSc2nc3c(c(=O)n2C)SC(C)C3)cc1 (centres undefined)
  -8	0	-1	0	27	3	0	7	-1
9. CCOc1ccccc1-n1c(SCC(N)=O)nnc1-c1cccnc1
  -1	5	1	-1	2	7	16	2	6
10. Clc1ccc2oc(-c3ccccc3)nc2c1
  0	-1	-1	-14	7	-5	-3	-2	0
11. Cc1cc(NS(=O)(=O)c2ccc(OCCNS(C)(=O)=O)cc2)no1
  -8	-3	-4	3	7	3	1	2	4
12. CCC(C)NC(=O)c1c(-c2cc(Cl)c(OC)c(Cl)c2)noc1C (centres undefined)
  -30	-1	-3	3	13	6	11	2	2
13. CC(NC(=O)Nc1nnc(C(F)(F)F)s1)N1C(=O)C2C3C=CC(C3)C2C1=O (centres undefined)
  -5	0	8	8	13	-13	-3	3	7
14. C=CCn1c(SCC(=O)NC2CCCCC2)nnc1-c1ccc(OC)cc1
  -1	-9	-1	1	15	-1	7	2	5
15. CC(C)(C)n1nnnc1C(c1cc2cc3c(cc2[nH]c1=O)OCO3)N1CCN(c2ccccc2)CC1 (centres undefined)
  -13	0	-4	-13	-4	2	-4	0	-4
16. Cc1scc(C(=O)Nc2ccon2)c1-c1ccccc1
  5	4	4	6	2	7	18	1	1
17. CCOC(=O)C1(CC)NC(c2ccco2)C2C(=O)N(c3ccc(C)cc3)C(=O)C21 (centres undefined)
  -12	2	-7	1	5	0	-1	2	6
18. COc1cccc(OCCCCCN2CCOCC2)c1
  -10	nt	-4	1	-8	12	3	5	3
19. CCOC(=O)N1CCN(C(=O)C(C)N(c2ccc(Oc3ccccc3)cc2)S(C)(=O)=O)CC1 (centres undefined)
  41	2	8	8	0	11	nt	1	3
20. O=C(Nn1cnnc1)c1cc2c(s1)CCCCC2
  7	1	0	8	17	-4	4	7	7
21. Cc1ccc(N(CC(O)CN2CCOCC2)S(=O)(=O)c2ccc3ccccc3c2)cc1 (centres undefined)
  5	-1	3	8	2	12	16	6	16
22. CC1CCC(C(=O)NC(C(=O)NCCCN2CCOCC2)C(C)C)CC1 (centres undefined)
  3	4	0	6	11	-5	0	1	12
23. COc1cc2c(cc1OC)C(c1ccc3c(c1)OCO3)C1=C(CC(C)(C)CC1=O)N2 (centres undefined)
  -38	-3	7	4	13	-5	-41	2	-4
24. CCOC(=O)Cn1c(=N)n(Cc2ccccc2)c2ccccc21
  -4	0	6	-15	15	-4	5	1	2
25. COc1ccc(S(=O)(=O)N2CCC(C(=O)N3CCCCC3)CC2)cc1OC
  4	4	9	19	13	7	12	2	-2
26. CCc1nnc(NC(=O)CCC(=O)N2CCN(CCc3ccccc3)CC2)s1
  12	0	8	10	16	-10	4	2	6
27. Cn1cc(SCC(=O)Nc2nc3ccccc3s2)c2ccccc21
  11	8	15	3	23	11	15	3	4
28. COc1ccc(OC)c(C2C(C(C)=O)=C(O)C(=O)N2CCN2CCOCC2)c1 (centres undefined)
  1	3	9	3	14	-1	-1	-6	-3
29. C=C(C)CN(CC)C(=O)CSc1nc2ncc(Cl)cc2[nH]1
  3	4	3	7	2	-3	nt	1	8
30. CSCC[C@H](NC(=O)OC(C)(C)C)C(=O)N1CCC(C(=O)N[C@H](C(=O)O)C(C)C)CC1
  1	2	14	5	-10	7	13	-2	1

Remaining list, next part.
no.	compound	C1s block	CatB inh	CatG inh	FXIIa inh mix	AP complement	CatS block	CatL inh	CatB mix inh	FXIa mix inh
31	CC(=O)c1ccc(N2CCN(C(=O)c3cc4c(=O)n(C)c5ccccc5c4n3C)CC2)cc1	-33	11	-2	16	2	28	6	5	9
32	O=c1c2ccccc2cnn1-c1nc2ccccc2s1	-1	2	0	-3	7	13	-4	2	-4
33	CC1(C)CC(=O)C=C(Nc2cc(-c3ccccc3)[nH]n2)C1	2	-9	-1	0	15	3	-1	2	0
34	Cc1occc1C(=O)Nc1ccccc1C(=O)O	8	-4	5	5	17	-15	-12	-3	4
35	COC(=O)Nc1c(C(=O)OC)cc(OC)c(OC)c1OC	-14	7	-3	-18	-5	12	3	2	5
36	Cc1ccccc1Cn1ccc(NC(=O)c2nc3ncccn3n2)n1	-9	-2	10	-3	6	5	-1	0	7
37	COc1cccc(C2CC(c3ccccc3Cl)n3ncnc3N2)c1 (centres undefined)	-6	5	2	6	22	-1	-6	3	-10
38	Cc1ccc2[nH]c3c(NCc4ccco4)ncnc3c2c1	5	3	8	10	14	-3	2	4	10

In a second layout: 4 of the compounds above.
33: CC1(C)CC(=O)C=C(Nc2cc(-c3ccccc3)[nH]n2)C1
  C1s block: 2 | CatB inh: -9 | CatG inh: -1 | FXIIa inh mix: 0 | AP complement: 15 | CatS block: 3 | CatL inh: -1 | CatB mix inh: 2 | FXIa mix inh: 0
34: Cc1occc1C(=O)Nc1ccccc1C(=O)O
  C1s block: 8 | CatB inh: -4 | CatG inh: 5 | FXIIa inh mix: 5 | AP complement: 17 | CatS block: -15 | CatL inh: -12 | CatB mix inh: -3 | FXIa mix inh: 4
35: COC(=O)Nc1c(C(=O)OC)cc(OC)c(OC)c1OC
  C1s block: -14 | CatB inh: 7 | CatG inh: -3 | FXIIa inh mix: -18 | AP complement: -5 | CatS block: 12 | CatL inh: 3 | CatB mix inh: 2 | FXIa mix inh: 5
36: Cc1ccccc1Cn1ccc(NC(=O)c2nc3ncccn3n2)n1
  C1s block: -9 | CatB inh: -2 | CatG inh: 10 | FXIIa inh mix: -3 | AP complement: 6 | CatS block: 5 | CatL inh: -1 | CatB mix inh: 0 | FXIa mix inh: 7

Carrying on.
no.	compound	C1s block	CatB inh	CatG inh	FXIIa inh mix	AP complement	CatS block	CatL inh	CatB mix inh	FXIa mix inh
39	COC(=O)COc1ccc(S(=O)(=O)NCC2CCCO2)cc1Cl (centres undefined)	13	4	9	3	15	-6	-8	3	6
40	O=S1(=O)N=C2CCCN2C(c2ccc(F)cc2)N1 (centres undefined)	3	1	7	27	14	-1	8	0	3
41	COc1cccc2c1C(=O)c1c(O)c3c(c(O)c1C2=O)C[C@@](O)(C(C)=O)C[C@@H]3O[C@H]1C[C@H](N)[C@H](O)[C@H](C)O1	5	1	-4	1	8	-4	19	2	2
42	CCOC(=O)c1c(N)sn(-c2ccccc2)c1=S	12	-4	-5	7	1	-6	1	5	3
43	CCOc1ccc(NC(=O)CN2C(=O)C3CCCN3C2=O)cc1 (centres undefined)	-10	1	-2	1	17	11	-2	-2	-1
44	CC(C)CCNC(=O)C1CCN(C(=O)N(C)C)CC1	15	2	8	1	2	-3	11	3	14
45	N#C/C(=C\c1ccc(O)c(O)c1)S(=O)(=O)c1ccccc1	5	8	8	3	-1	4	20	2	2
46	CCCC(=O)Nc1cccc(NC(=O)c2ccc3c(c2)OCCO3)c1	4	4	8	0	-10	-13	15	0	5
47	CC1Cc2ccccc2N1C(=O)C1CCCN(S(=O)(=O)c2cccc3nsnc23)C1 (centres undefined)	-3	-4	-1	0	22	-2	1	5	9
48	COc1ccc2c(c1OC)C(=O)N(c1ccccn1)C2	1	0	9	15	10	-16	10	0	3
49	COc1ccc(-n2c(C)c(C(C)=O)c(C(C)=O)c2C)cc1OC	-34	3	2	0	19	-8	-1	2	-8
50	O=C(CSc1nc2c(c(=O)n1-c1ccc(Cl)cc1)SCC2)N1CCCC1	10	3	10	2	3	5	15	7	10
51	O=C(c1ccccc1)N1CCN(Cc2ccccc2Br)CC1	10	3	7	10	-2	-11	3	3	4
52	COc1ccc(-c2cc(C(=O)Nc3c(C)nn(Cc4ccccc4Cl)c3C)no2)cc1OC	21	6	22	8	5	3	21	3	7
53	O=C(c1cnc2sccn2c1=O)N1CCCc2ccccc21	8	-2	9	4	21	-5	nt	3	5
54	CCOC(=O)N1CCN(C(=O)C2c3cc(OC)c(OC)cc3C(=O)N3CCc4ccccc4C23)CC1 (centres undefined)	3	-1	8	4	6	1	3	2	8
55	O=S1(=O)N=CN(Cc2cccc(F)c2)c2ccccc21	2	7	7	3	5	10	25	3	0
56	O=C(Cn1nc(Cl)nc1Cl)Nc1ccccc1	6	4	-4	-4	7	-4	-11	3	3
57	CCC(=O)N1CCc2cc(OC)c(OC)cc2C1COc1ccc(C(=O)OC)cc1 (centres undefined)	-149	-3	-16	5	8	-31	-2	-4	-26
58	Cn1c(NC(=O)C2CC2)cc(=O)n(C)c1=O	16	-2	17	14	26	-2	4	2	10
59	COc1cc(NC(=O)C(F)(F)F)cc(OC)c1	15	6	20	8	23	-2	-2	15	16
60	O=c1[nH]c(Cc2ccccc2)nc2c1oc1ccccc12	2	0	10	-1	-9	17	20	-4	-1
61	NC(=O)CSc1nnc(COc2ccccc2)n1C1CCCCC1	-18	4	-1	-3	5	2	-7	-2	5
62	COCCCNC(=O)CN(c1ccc(Cl)c(Cl)c1)S(C)(=O)=O	-18	5	5	3	14	-1	nt	2	-6
63	CC1C2C(c3ccccc3)N(C)C(=O)N(C)C2N(C)C(=O)N1C (centres undefined)	14	1	11	3	4	11	16	5	19
64	CCOc1ccc(N(C(C)=O)C2C=CS(=O)(=O)C2)cc1 (centres undefined)	14	1	12	6	13	8	28	7	6
65	CCOC(=O)N1CCN(C(=O)CNS(=O)(=O)c2cccs2)CC1	-2	6	-1	2	10	11	6	-1	15

Whole records from above:
O=C(Cn1nc(Cl)nc1Cl)Nc1ccccc1 reads C1s block: 6; CatB inh: 4; CatG inh: -4; FXIIa inh mix: -4; AP complement: 7; CatS block: -4; CatL inh: -11; CatB mix inh: 3; FXIa mix inh: 3
CCC(=O)N1CCc2cc(OC)c(OC)cc2C1COc1ccc(C(=O)OC)cc1 (centres undefined) reads C1s block: -149; CatB inh: -3; CatG inh: -16; FXIIa inh mix: 5; AP complement: 8; CatS block: -31; CatL inh: -2; CatB mix inh: -4; FXIa mix inh: -26
O=c1[nH]c(Cc2ccccc2)nc2c1oc1ccccc12 reads C1s block: 2; CatB inh: 0; CatG inh: 10; FXIIa inh mix: -1; AP complement: -9; CatS block: 17; CatL inh: 20; CatB mix inh: -4; FXIa mix inh: -1
